CRFR2-BP antag: blocks CRF-induced signaling of the CRF-BP/CRF-R2 complex. HEK293 CRF-R2/CRF-BP, CRF-induced calcium fluorescence. inhibition, % at 11.8 µM. actives 0.59% (n = 350,000). AID 588475;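 active = inhibition of the ligand-induced calcium signal above about 50% at the single tested concentration, limit read from the data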
IDE act: activators of human insulin-degrading enzyme in cells; P14735; HEK cells, FAbeta-B cleavage, fluorescence polarization; 0% vehicle, 100% cell-free pure enzyme wells; activation, % at 5.96 µM; actives 0.073% (n = 340,000); AID 493087;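 active = activation above the mean of all tested compounds plus 3 SD, set per screening campaign, cut at about 17% in these data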
IDE cell inh: inhibitors of human insulin-degrading enzyme in cells | actives 0.41% (n = 320,000) | HEK cells, FAbetaB cleavage, fluorescence polarization | P14735 | inhibition, % at 5.59 µM;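 active = percent inhibition above the average of all tested compounds plus 3 SD, set per screening campaign, cut at about 16% in these data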;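 note: IDE supplied by intact live HEK cells; FP after avidin binding of uncleaved biotin substrate so inhibition keeps polarization high; 0% = DMSO wells and 100% = 60 µM reference IDE inhibitor Ii1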
IMP-1 inhibitor: inhibitors of Pseudomonas aeruginosa IMP-1 metallo-beta-lactamase; actives 0.45% (n = 290,000); inhibition, % at 5.6 µM; AID 1556; purified IMP-1, nitrocefin hydrolysis, epi-absorbance fluorescence;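 active = inhibition above the mean plus 3 SD of all compounds in the same screening run, cut at about 4.5% in these data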;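 note: 0% = IMP-1 with DMSO and 100% = DMSO wells lacking enzyme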
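System: purified recombinant IMP-1 beta-lactamase. Medium: Zinc- and detergent-supplemented HEPES buffer, pH 7.1. Compound: one 5.6 µM dose […]. Schedule: 15 min preincubation plus 25 min reaction at 25 °C. Technique: Epi-absorbance fluorescence, 480 nm excitation, 530 nm emission.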
pCIP destab: compounds decreasing mouse p/CIP protein stability; Q05BA5; AID 1984; actives 0.01% (n = 290,000); F442A p/CIP-EGFP cells, EGFP fluorescence, 16 h; decrease of EGFP signal, % at 10 µM;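 active = EGFP signal decrease of at least 30% at 10 µM or well 3 SD below plate mean, unless failing retest; inactive = the rest, including hits failing retest or dose response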; note: some compounds called inactive have numbers as strong as hits; many of its hits are not listed in these tables
Target sequence (Q05BA5 1-1403): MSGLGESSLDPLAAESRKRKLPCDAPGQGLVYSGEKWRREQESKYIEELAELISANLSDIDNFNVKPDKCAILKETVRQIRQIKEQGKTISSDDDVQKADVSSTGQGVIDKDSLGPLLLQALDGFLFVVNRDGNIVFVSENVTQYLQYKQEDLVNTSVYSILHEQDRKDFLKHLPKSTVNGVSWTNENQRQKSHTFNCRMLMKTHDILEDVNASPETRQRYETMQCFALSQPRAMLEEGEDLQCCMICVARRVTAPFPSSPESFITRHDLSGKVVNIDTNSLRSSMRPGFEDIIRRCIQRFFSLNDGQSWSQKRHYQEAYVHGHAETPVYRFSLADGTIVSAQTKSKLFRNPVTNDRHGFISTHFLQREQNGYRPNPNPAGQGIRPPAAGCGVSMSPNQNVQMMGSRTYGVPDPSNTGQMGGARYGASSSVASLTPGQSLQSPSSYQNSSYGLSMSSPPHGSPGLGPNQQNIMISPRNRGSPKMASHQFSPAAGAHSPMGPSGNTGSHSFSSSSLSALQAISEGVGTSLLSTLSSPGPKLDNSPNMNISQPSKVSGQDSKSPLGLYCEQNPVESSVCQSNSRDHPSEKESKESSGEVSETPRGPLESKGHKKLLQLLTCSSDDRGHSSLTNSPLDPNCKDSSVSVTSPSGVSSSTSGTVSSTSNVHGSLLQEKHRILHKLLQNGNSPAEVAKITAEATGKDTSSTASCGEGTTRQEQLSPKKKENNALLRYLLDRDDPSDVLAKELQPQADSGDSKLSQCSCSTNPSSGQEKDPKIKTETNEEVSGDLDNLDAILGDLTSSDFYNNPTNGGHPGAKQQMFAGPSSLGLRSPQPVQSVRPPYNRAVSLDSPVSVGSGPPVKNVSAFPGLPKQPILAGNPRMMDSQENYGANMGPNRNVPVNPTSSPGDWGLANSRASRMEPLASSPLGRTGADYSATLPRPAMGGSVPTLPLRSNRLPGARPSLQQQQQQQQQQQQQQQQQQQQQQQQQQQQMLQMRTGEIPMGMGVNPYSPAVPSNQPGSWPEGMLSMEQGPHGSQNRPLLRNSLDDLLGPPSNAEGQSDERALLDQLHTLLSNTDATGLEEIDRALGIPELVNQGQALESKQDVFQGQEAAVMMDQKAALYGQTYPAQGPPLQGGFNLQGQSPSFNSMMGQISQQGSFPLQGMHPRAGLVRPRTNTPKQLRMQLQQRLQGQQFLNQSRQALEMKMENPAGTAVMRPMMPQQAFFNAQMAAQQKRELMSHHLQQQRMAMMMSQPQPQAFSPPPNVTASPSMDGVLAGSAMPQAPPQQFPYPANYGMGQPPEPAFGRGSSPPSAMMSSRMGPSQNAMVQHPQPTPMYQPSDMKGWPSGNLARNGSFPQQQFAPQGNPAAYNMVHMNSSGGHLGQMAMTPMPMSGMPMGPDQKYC
NS3 helicase inh: blocks Hepatitis C virus NS3 helicase unwinding. inhibition, % at 10.9 µM. AID 1800. NS3 helicase DNA unwinding, Cy5 molecular beacon fluorescence. actives 0.56% (n = 290,000);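 active = inhibition above the mean of all tested compounds plus 3 SD, set per campaign, cut at about 35% in these data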;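 note: 0% = DMSO wells and 100% = thioflavine S control wells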
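test system = hepatitis C virus NS3 helicase domain fragment enzyme | reagent = annealed dual-labelled DNA beacon duplex, ATP-started | times = 1 h at 25 °C | detection = Cy5 fluorescence, 0 and 60 min reads | read-out basis = percent inhibition from t60/t0 fluorescence ratio | control set = DMSO and thioflavine S | replication = one well per compound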
UBC9 SUMO inh: SUMOylation inhibition. inhibition, % at 35 µM. HTRF SUMOylation assay, SAE1/SAE2 + UBC9, in vitro. AID 2006. P63279. actives 0.36% (n = 290,000); in the data active = inhibition above about 50%, passing the limit was not always enough; note: strong numbers were not always called active
VIM-2 inh: blocks Pseudomonas aeruginosa VIM-2 metallo-beta-lactamase | purified VIM-2, nitrocefin hydrolysis, epi-absorbance fluorescence | inhibition, % at 5.6 µM | actives 0.89% (n = 290,000);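 active = inhibition above the mean of all tested compounds plus 3 SD, cutoff set per screening run, cut at about 7.5% in these data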;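 note: red hydrolysis product quenches plate fluorescence so inhibitors raise well fluorescence; 0% = enzyme with DMSO and 100% = DMSO without enzyme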
GalR3 antag: blocks the human galanin receptor 3. HEK293 GalR3-CNG cAMP membrane potential fluorescence; galR3 body fused to GalR1 C-terminus. inhibition, % at 3 µM. actives 0.44% (n = 360,000). AID 651719;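 active = inhibition above the screen-wide average plus 3 SD, cut at about 13% in these data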;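 note: forskolin and galanin both at EC90 stimulate the cells; cAMP rise reported by CNG channel membrane potential dye signal; 0% = forskolin plus galanin with DMSO and 100% = forskolin alone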
* hit, by the source's call; . = not tested or not shown.

GalR3 antag,IDE cell inh,IDE act,CRFR2-BP antag,VIM-2 inh,IMP-1 inhibitor,NS3 helicase inh,UBC9 SUMO inh,pCIP destab,canonical_smiles
-3,-5,0,6,.,.,.,20,-1,CC(O)[C@H]1CNC(=S)N1CCc1cccc(F)c1 (stereo not given in full)
-9,10,4,-11,-2.8,-2.5,13,8,-3,CC(C)(C)C(=O)NCC12C=CC(O1)C1C(=O)N(c3ccccc3)C(=O)C12 (stereo not given)
-1,-3,1,6,-0.7,-2.7,1,24,-8,COc1ccc(-c2nnc(SCC(=O)NCCc3ccc(S(N)(=O)=O)cc3)o2)cc1OC
-8,-3,2,57*,0.2,-3.9,18,34,-12,CS(=O)(=O)C1=NSC2=NC(=O)/C(=C\c3cccn3-c3ccc(Cl)cc3)C(=N)N21
7,-1,0,4,-1.7,-6.5,12,-2,2,COCCN(CC(=O)NCc1ccccc1)C(=O)CCC(=O)Nc1nccs1
-2,-4,3,6,-3.4,-3.7,7,8,-4,CCCc1[nH]n(-c2nc3ccccc3s2)c(=O)c1C=NCCCN(CC)CC
-8,8,-2,10,-0.2,0.0,-2,18,-22,COc1ccc(CNC(=O)c2nc(S(=O)(=O)Cc3ccccc3)ncc2Cl)cc1
-1,9,0,-13,-2.4,-1.6,0,15,-13,O=C(COc1ccc(Cl)cc1Cl)N(Cc1ccco1)C1CCS(=O)(=O)C1 (stereo not given)
-2,1,3,1,-2.0,-2.7,-4,16,-16,Cc1c(C(N)=O)sc2nc(-c3ccccc3)cn12
5,0,4,3,-4.4,-1.6,14,-1,4,COc1ccc(-c2ccc(/C=C3/C(=N)N4C=CSC4=NC3=O)o2)c([N+](=O)[O-])c1
-2,2,-1,-6,.,.,.,.,.,CCN1CCN(c2ccc(S(=O)(=O)N3CCCCC3)cc2NC(=O)c2ccc([N+](=O)[O-])s2)CC1
-7,-1,1,19,.,.,.,.,.,Cc1ccc(S(=O)(=O)N2[C@@H](c3ccc(C(C)(C)C)cc3)C(C(=O)O)=CC[C@H]2c2cccc(Cl)c2)cc1
-3,2,-4,1,-4.4,-2.6,-1,2,-7,CC(=O)Nc1ccc(NC(=O)CN(c2ccc(F)cc2)S(=O)(=O)c2ccc3c(c2)OCCO3)cc1
-5,-4,4,0,.,.,.,.,.,O=C(COC(=O)COc1ccccc1)NC1CCCC1
-5,-3,-3,4,1.5,0.2,4,22,-89,N#Cc1c(C(F)(F)F)cc(-c2cccs2)nc1SCC(=O)O
0,3,3,-6,-1.9,-2.3,-52,3,-1,COc1ccc(-c2c[n+](CC(=O)OC3CC(C)CCC3C(C)C)c3n2CCC3)cc1 (stereo not given)
1,-1,6,12,-1.1,-1.7,-2,6,-7,O=C(Nc1c(-c2ccccc2)nc2ncccn12)c1cc2ccccc2oc1=O
-5,12,-2,-1,-1.2,-3.5,16,-2,-13,O=C(NC(Cc1ccccc1)C(=O)O)/C(=C/c1ccc([N+](=O)[O-])cc1)NC(=O)c1ccc(Br)o1 (stereo not given)
-3,8,-2,-53,-0.2,-2.9,11,.,.,CCCCn1c(SCC(=O)Nc2sc3c(c2C(N)=O)CCC3)nnc1-c1ccccc1
-6,10,-4,14,-2.5,-3.6,0,4,-6,O=C(NC1CC1)c1ccc2c(c1)C1C3CCC(C3)C1C(c1ccccc1)N2 (stereo not given)
-6,-3,3,-8,.,.,.,.,.,COc1ccc(C2=C(c3ccc(OC)c(OC)c3)CN3CCCCC3C2)cc1 (stereo not given)
-4,4,1,-39,-6.2,-4.2,-14,10,7,COc1ccccc1N1CCN(Cc2nc(N)nc(Nc3ccccc3)n2)CC1
-3,0,0,-10,.,.,.,.,.,CN(CC(=O)Nc1ccc2c(c1)OCCO2)Cc1nc2ccccc2c(=O)[nH]1
-1,-5,11,-2,-2.5,-4.1,5,-29,3,CN(C)c1ccc(N=Nc2ccccc2C(=O)OCC(=O)NCC2CCCCC2)cc1
3,5,-2,-5,-2.9,-2.2,-4,-9,15,CN(CC(=O)Nc1ccc(Cl)c(Cl)c1)Cc1nnc(-c2ccc(F)cc2)o1
-2,7,-2,0,.,.,.,.,.,CCCC1(CCC)NC(=O)N(CC(=O)N2CCc3ccccc32)C1=O
0,2,7,8,-1.1,-4.4,-8,-26,-3,Cc1[nH]n(-c2cccc(Cl)c2)c(=O)c1-c1ccccc1
-4,2,1,1,.,.,.,.,.,Cc1cc(NS(=O)(=O)c2ccc(NC(=O)C(C)Oc3ccccc3Cl)cc2)no1 (stereo not given)
-5,-3,6,20,-3.9,-2.8,-6,7,-9,O=C(NC(=S)Nc1ccccc1O)c1ccccc1Cl
-1,7,4,17,.,.,.,.,.,CNC(=O)c1c(NC(=O)CCS(=O)(=O)c2ccc(C)cc2)sc2c1CCN(C(=O)OC)C2
-4,0,5,75*,.,.,.,.,.,O=C(c1ccc(F)cc1Cl)N(Cc1ccco1)C1CCS(=O)(=O)C1 (stereo not given)
-10,5,5,1,-4.5,-2.6,9,9,-30,CC(=O)Nc1ccc(NC(=O)C2CCC(N3C(=O)C4C5C=CC(C6CC56)C4C3=O)CC2)cc1 (stereo not given)
-8,2,5,2,-2.4,-0.6,-9,-4,-7,CC12CCC(C(=O)Nc3cccc4ccccc34)(C1Br)C2(C)C (stereo not given)
0,-3,2,10,0.4,-2.4,5,5,-4,COc1ccc(CCC(C)Nc2ccccc2F)cc1 (stereo not given)
-1,3,2,3,-3.2,-3.4,-3,12,7,CCN(CC(=O)Nc1ccc(Br)c(C)c1)CC(=O)NC(C)C
-6,1,-4,-6,-2.6,-4.2,-11,-7,0,CCOC(=O)C1CCN(C(=O)N(C)C)CC1
-2,-1,-4,2,-0.8,-3.8,-4,14,-10,O=C(c1ccco1)N1CCN(C(=O)N2CCCCC2)CC1
-5,2,0,-25,-0.5,-1.3,-10,14,-5,Cc1nnc(SCCn2c(N3CC(C)CC(C)C3)nc3c2c(=O)[nH]c(=O)n3C)s1 (stereo not given)
4,11,4,-9,-1.5,0.2,1,5,8,CCN1C(=O)/C(=C/N2CCc3ccccc3C2)SC1=S
-6,10,3,2,-1.6,-5.5,6,-4,-6,COc1ccc(-c2nc(CN3CCC(C(=O)N4CCOCC4)CC3)c(C)o2)cc1C
1,3,3,66*,-2.1,-1.8,-2,6,7,COc1ccc(-c2nn(-c3ccccc3)cc2/C=C(\C#N)S(=O)(=O)c2ccccc2)cc1OC
-3,5,2,-45,-1.8,-3.7,-7,20,-19,CCOC(=O)c1cnc(SC)nc1Oc1cccc(NS(=O)(=O)c2ccccc2)c1
2,6,-1,14,-4.9,-2.2,3,8,-11,CCn1cc(C(=O)N2CCN(c3cccc(Cl)c3)CC2)c2cc(OC)c(OC)cc2c1=O
4,1,4,-18,0.2,-2.4,-11,16,-15,CC(C)CC1c2[nH]c3ccccc3c2CCN1C(=O)C1CCOCC1 (stereo not given)
4,-1,2,-6,-2.7,-1.9,-5,18,1,Cc1cc(C)c(S(=O)(=O)N(CC(=O)NCc2cccnc2)C2CCCCC2)c(C)c1
-4,4,7,-15,0.6,-0.5,-6,24,-5,CCOC(=O)c1cn(-c2c(Cl)cccc2Cl)c2cc(Cl)c([N+](=O)[O-])cc2c1=O
-1,0,2,-5,0.7,-0.5,-2,-2,6,CS(=O)(=O)N(CC(=O)N1CCC(C(N)=O)CC1)Cc1ccc(Cl)c(Cl)c1
-6,-1,5,-1,-0.9,-3.3,2,0,-2,O=C(NCc1ccccc1)C1CCCN(C(=O)NCc2ccccc2)C1 (stereo not given)
-8,-3,6,-23,-0.1,-1.0,0,14,7,O=C(O)c1cccnc1Sc1ccc(Cl)cc1
2,0,0,-1,-2.1,-1.7,-11,8,7,CCOc1ccc(-c2cc(C(=O)N/N=C/c3cccnc3)c3ccccc3n2)cc1

Carrying on:
GalR3 antag,IDE cell inh,IDE act,CRFR2-BP antag,VIM-2 inh,IMP-1 inhibitor,NS3 helicase inh,UBC9 SUMO inh,pCIP destab,canonical_smiles
-4,-2,-1,0,-2.2,-2.1,10,17,-4,COc1cc(C)c(S(=O)(=O)N2CCCC2)cc1C
2,-1,1,1,-1.8,-2.4,-1,31,-4,COC(=O)c1cc(CC(=O)c2ccc(O)cc2O)c(C)o1
-4,0,7,13,-1.5,-2.3,-9,10,-9,O=S(=O)(c1ccc(Cl)cc1)N1CCN(c2ccccn2)CC1
0,-6,-2,8,4.3,0.1,17,24,-3,Cc1sc2nc(SCC(=O)N3CC(C)OC(C)C3)n(C)c(=O)c2c1C (stereo not given)
1,2,-1,11,-0.8,-1.4,36,0,-5,O=C(O)CCc1ccc(-c2ccc(F)cc2)n1CC(=O)O
-9,2,-3,0,-4.4,-1.8,-4,-15,-2,CCCOc1ccc(-c2cnc(N)s2)cc1
-2,0,4,-23,-4.1,-2.0,4,41,-12,COc1ccc(/C=N/NC(=O)Nc2ccc3nsnc3c2)c(OC)c1
-1,-6,4,-13,.,.,.,.,.,COc1ccc(/C=C/C(=O)Nc2ccc(S(=O)(=O)N3CCOCC3)cc2)c(OC)c1
-4,2,-1,23,-3.4,-2.0,-2,4,4,Fc1ccccc1CNC(=S)Nc1cccc(C(F)(F)F)c1
-10,1,-1,12,-0.4,-2.4,8,5,-19,Cc1cccc(C(=O)NCCc2ccccc2)c1
-1,10,-3,5,-2.7,-2.7,-7,5,0,CC(OC(=O)CN1C(=O)C2C3C=CC(C4CC34)C2C1=O)C(=O)c1ccccc1 (stereo not given)
1,4,3,22,-2.8,-0.4,7,4,14,O=C(O)CCCN(Cc1cccc(Br)c1)S(=O)(=O)c1ccc(Br)cc1
-2,-3,5,15,-3.3,-3.3,0,-6,-11,O=C(NCCc1ccccc1)C(=O)NCc1ccncc1
-4,5,2,-8,-1.7,-4.2,-4,25,6,CC1(C)Cc2ccccc2-c2nc(NCCCO)n(-c3ccccc3)c(=O)c21
-6,5,3,0,-1.8,-0.7,-2,10,3,OC1(C#CCN2CCCC2)c2ccccc2-c2ccccc21
-3,2,-3,-13,-2.2,-2.6,-11,15,-1,CCn1cc(CN2CCCC(CO)(Cc3cccc(Cl)c3)C2)cn1 (stereo not given)
-2,-5,3,3,.,.,.,-4,-1,COc1ccc(C2/C=C\CN(C(=O)C3CCCC3)CC(=O)N2Cc2ccc(F)cc2)cc1 (stereo not given)

One compound at a time (already shown). Order of screens: GalR3 antag, IDE cell inh, IDE act, CRFR2-BP antag, VIM-2 inh, IMP-1 inhibitor, NS3 helicase inh, UBC9 SUMO inh, pCIP destab
O=C(NC(Cc1ccccc1)C(=O)O)/C(=C/c1ccc([N+](=O)[O-])cc1)NC(=O)c1ccc(Br)o1 (stereo not given) as listed: -5, 12, -2, -1, -1.2, -3.5, 16, -2, -13
Cc1cc(C)c(S(=O)(=O)N(CC(=O)NCc2cccnc2)C2CCCCC2)c(C)c1 as listed: 4, -1, 2, -6, -2.7, -1.9, -5, 18, 1
COc1ccc(-c2nnc(SCC(=O)NCCc3ccc(S(N)(=O)=O)cc3)o2)cc1OC as listed: -1, -3, 1, 6, -0.7, -2.7, 1, 24, -8
